Screening data from PubChem BioAssay.
FadD28 FP inh = blocks FadD28 binding to the bisubstrate probe. fluorescence polarization. inhibition, % at 12.5 µM. 360,000 compounds, 0.22% hits. AID 588549; in the data active = inhibition above about 8.5%, passing the limit was not always enough
DUSP3 inh = DUSP3 (human) phosphatase inhibition | 290,000 compounds, 0.52% hits | inhibition, % at 13.3 µM | recombinant VHR phosphatase, pNPP absorbance | AID 1654; in the data active = inhibition above about 50%; note: some compounds called inactive have numbers as strong as hits
Target sequence (P51452 whole entry, looked up): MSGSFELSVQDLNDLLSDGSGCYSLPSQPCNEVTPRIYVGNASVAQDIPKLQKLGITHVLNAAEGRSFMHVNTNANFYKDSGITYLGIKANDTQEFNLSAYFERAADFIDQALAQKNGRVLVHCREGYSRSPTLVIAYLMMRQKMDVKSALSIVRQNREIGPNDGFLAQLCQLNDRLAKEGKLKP
Mtb UGM inh = inhibitors of M. tuberculosis UDP-galactopyranose mutase | P9WIQ1 | purified UGM, fluorescence polarization probe displacement | inhibition, % at 10 µM | 320,000 compounds, 0.06% hits | AID 504406; in the data active = inhibition above about 10%, passing the limit was not always enough
Target sequence (P9WIQ1 whole entry, looked up): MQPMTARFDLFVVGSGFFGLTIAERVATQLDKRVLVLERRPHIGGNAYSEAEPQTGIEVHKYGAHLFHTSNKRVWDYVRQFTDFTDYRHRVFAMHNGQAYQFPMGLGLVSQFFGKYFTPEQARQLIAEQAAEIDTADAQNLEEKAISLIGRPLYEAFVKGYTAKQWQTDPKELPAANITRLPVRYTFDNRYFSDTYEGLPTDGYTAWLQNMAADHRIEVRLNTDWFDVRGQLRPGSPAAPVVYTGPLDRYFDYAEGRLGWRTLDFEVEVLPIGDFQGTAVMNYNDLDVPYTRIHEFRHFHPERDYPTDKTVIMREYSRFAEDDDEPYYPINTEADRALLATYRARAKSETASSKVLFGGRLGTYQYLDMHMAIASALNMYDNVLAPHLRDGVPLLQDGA
Mtb FBA inh = Mtb fructose-bisphosphate aldolase inhibition. purified M. tuberculosis FBA, fluorescence read-out. 360,000 compounds, 2.3% hits. AID 588726. inhibition, % at 1 µM; in the data active = inhibition above about 27%;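 note: 0% = vehicle and 100% = reference inhibitor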
Rv3671c inh = inhibitors of M. tuberculosis serine protease Rv3671c. P9WHR9. inhibition, % at 5.96 µM. 320,000 compounds, 0.048% hits; in the data active = inhibition above about 38%;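 note: extracellular domain of Rv3671c used as enzyme; 0% = enzyme with DMSO and 100% = no enzyme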
GDH-TPI counter = inhibits GDH-TPI coupling enzymes, artifact for Mtb FBA screen; GDH-TPI coupled enzyme counterscreen, NADH absorbance; 360,000 compounds, 1.2% hits; AID 588335; inhibition, % at 4.8 µM;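 note: 0% = DMSO wells and 100% = wells lacking the enzyme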
CCHFV vOTU inh = CCHFV vOTU protease inhibition | inhibition, % at 11.5 µM | AID 651958 | 370,000 compounds, 0.55% hits | Pep-AMC fluorescence; note: 0% = vehicle wells with enzyme and 100% = no enzyme wells
BoNT-F LC inh = BoNT F light chain protease inhibition; Multiplex microsphere protease cleavage assay, flow cytometry; inhibition, % at 10 µM; 360,000 compounds, 0.22% hits; AID 588497; in the data active = inhibition above about 35%, passing the limit was not always enough; note: plate controls were buffer without enzyme for full effect and enzyme alone for no effect
MazEF act = MazEF (E. coli) toxin RNase activation; FAM/BHQ RNA-DNA oligo cleavage fluorescence, 5 h; activation, % at 20 µM; P0AE70; 350,000 compounds, 0.32% hits; in the data active = activation above about 50%
Target sequence (P0AE70 whole entry, looked up): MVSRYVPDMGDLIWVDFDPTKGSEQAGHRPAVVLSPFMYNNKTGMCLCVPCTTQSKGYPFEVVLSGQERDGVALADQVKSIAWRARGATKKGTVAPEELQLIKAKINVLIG
Mtb BioA inh = inhibitors of Mycobacterium tuberculosis BioA enzyme; 360,000 compounds, 0.096% hits; purified M. tuberculosis BioA enzyme, plate reader; inhibition, % at 9.99 µM; AID 602481; in the data active = inhibition above about 40%
An asterisk follows results filed as active; nt = not tested or not shown. Cut-off read from the data, not from the text of the source, unless noted: active = inhibition above about 30%; inactive = the rest. Outcome played no part in choosing rows, and some 4.9% of all compounds hit somewhere here.

Screens by letter – A = FadD28 FP inh; B = DUSP3 inh; C = Mtb UGM inh; D = Mtb FBA inh; E = Rv3671c inh; F = GDH-TPI counter; G = CCHFV vOTU inh; H = BoNT-F LC inh; I = MazEF act; J = Mtb BioA inh
> CC(C)c1ccc(-c2c(C#N)c(N)nc(SCC(=O)N3CCCCCC3)c2C#N)cc1
  A = nt | B = 12 | C = -1.2 | D = nt | E = -9 | F = nt | G = 6 | H = nt | I = -1 | J = nt

> Cc1ccc(-c2nc(C#N)c(N3CCC(C)CC3)o2)cc1
  A = nt | B = 36 | C = -0.9 | D = 67* | E = 0 | F = 4 | G = -32 | H = -31 | I = -1 | J = -0.6

> CCC(C)Nc1nc(N)c([N+](=O)[O-])c(NCc2ccccc2)n1 (centres undefined)
  A = -5.7 | B = 2 | C = -3.7 | D = -2 | E = nt | F = 7 | G = 15 | H = 1 | I = 1 | J = -1.4

> CCCCn1c(N)c(N(CC(C)C)C(=O)CSCc2cccc(C)c2)c(=O)[nH]c1=O
  A = -2.1 | B = nt | C = 2.9 | D = 2 | E = -5 | F = 10 | G = 13 | H = nt | I = 9 | J = nt

> CCOc1cc(CNCCO)ccc1OCC(=O)NC(C)(C)C
  A = -2.8 | B = 26 | C = 0.5 | D = 4 | E = -11 | F = 6 | G = -10 | H = 4 | I = -7 | J = -0.9

> Cc1ccc(N2C(=O)[C@@H]3[C@H](C2=O)[C@H]2C=CC=NN2[C@@H]3C(=O)Nc2ccc(Cl)cc2)cc1
  A = -0.8 | B = 11 | C = -0.3 | D = -3 | E = -9 | F = 9 | G = 17 | H = -20 | I = -8 | J = nt

> Cc1ccc(NS(=O)(=O)c2ccc(C)c(NC(=S)NCCN3CCOCC3)c2)c(C)c1
  A = 0.4 | B = nt | C = 1.6 | D = 1 | E = -2 | F = -18 | G = 6 | H = -8 | I = 3 | J = -0.3

> CCCCCOc1ccccc1C(=O)NCCCCCC(=O)O
  A = 0.7 | B = 17 | C = 0.8 | D = 0 | E = -1 | F = 5 | G = -11 | H = -7 | I = 4 | J = -2.1

> COc1ccc2cc(C(c3nnnn3C3CCCC3)N3CCOCC3)c3nnnn3c2c1 (centres undefined)
  A = 1.7 | B = 22 | C = 2.4 | D = 5 | E = 0 | F = 12 | G = 12 | H = 1 | I = 15 | J = nt

> COc1cc(OC)c(C#N)c(S(=O)Cc2ccccc2)c1 (centres undefined)
  A = -1.5 | B = 20 | C = 0.4 | D = -3 | E = 5 | F = 5 | G = 6 | H = -4 | I = -1 | J = -1.3

> c1nc2sc3c(c2c2nnnn12)CCC3
  A = -1.0 | B = 26 | C = 1.4 | D = 36* | E = 3 | F = 2 | G = 7 | H = 0 | I = 3 | J = -2.2

> CCCc1nc(SCC(=O)Nc2nnc(CC)s2)c2c(C)c(C)sc2n1
  A = -0.2 | B = -15 | C = 0.5 | D = -1 | E = -6 | F = 2 | G = 7 | H = -3 | I = 11 | J = -1.9

> COC(=O)c1sc(NC(=O)C(C)c2ccccc2)nc1C (centres undefined)
  A = -0.5 | B = -7 | C = -1.4 | D = 0 | E = 0 | F = 2 | G = 8 | H = -4 | I = 1 | J = -0.1

> Cc1nnc(NC(=O)CCC(=O)NC2CCCCCCC2)s1
  A = -1.5 | B = 10 | C = -0.6 | D = 2 | E = -9 | F = 2 | G = -5 | H = -1 | I = -2 | J = nt

> Cc1ccc(S(=O)(=O)N(C)N=O)cc1
  A = -2.7 | B = nt | C = -3.4 | D = 0 | E = 2 | F = -1 | G = 1 | H = 5 | I = 0 | J = -0.3

(list continues)
Screens by letter – A = FadD28 FP inh; B = DUSP3 inh; C = Mtb UGM inh; D = Mtb FBA inh; E = Rv3671c inh; F = GDH-TPI counter; G = CCHFV vOTU inh; H = BoNT-F LC inh; I = MazEF act; J = Mtb BioA inh
> C#CCOCCOCCOCCNc1nc(N2CCN(C(=O)C(Cc3cc4ccccc4[nH]3)n3cc(C(N)C(C)CC)nn3)CC2)nc(N2CCN(C(=O)C(Cc3cc4ccccc4[nH]3)n3cc(C(N)C(C)CC)nn3)CC2)n1 (centres undefined)
  A = -12 | B = 0 | C = 0.0 | D = nt | E = 2 | F = nt | G = nt | H = -8 | I = -79 | J = -1.5

> O=C(C1CCCN(Cc2cccnc2)C1)N1CCCCC1 (centres undefined)
  A = -3.1 | B = -13 | C = -0.6 | D = 6 | E = -6 | F = -3 | G = 8 | H = 5 | I = 9 | J = -2.3

> COCCN(C(=O)CNC(=O)c1ccco1)C(C(=O)NC1CCCC1)c1ccccc1F (centres undefined)
  A = -2.5 | B = 2 | C = -3.0 | D = -1 | E = -8 | F = -5 | G = 14 | H = 2 | I = 2 | J = -1.0

> CN(C(=O)Cn1nc(C(=O)O)c2ccccc2c1=O)C1(C#N)CCCCC1
  A = -1.3 | B = nt | C = 2.5 | D = 4 | E = 1 | F = 2 | G = -1 | H = -8 | I = 0 | J = 0.0

> Fc1cc(F)c2nc(N3CCCCC3)sc2c1
  A = -2.4 | B = 21 | C = -1.8 | D = 0 | E = 0 | F = 8 | G = -6 | H = -18 | I = 0 | J = 1.2

> CC1CCCC(C)N1/N=C/C=C/c1ccccc1[N+](=O)[O-] (centres undefined)
  A = 0.0 | B = 5 | C = 0.3 | D = 2 | E = 9 | F = 0 | G = 2 | H = -8 | I = -5 | J = nt

> C/C(=N\O)c1noc(C)c1C(=O)Nc1nccs1
  A = -0.6 | B = 24 | C = -1.7 | D = 0 | E = -4 | F = 1 | G = 0 | H = -7 | I = -16 | J = -0.4

> CCOC(=O)c1sc(NC(=O)C2C3C=CC(C3)C2C(=O)O)nc1C (centres undefined)
  A = -2.5 | B = 33 | C = -3.3 | D = -2 | E = 3 | F = 1 | G = -1 | H = -2 | I = -1 | J = -0.1

> COC(=O)c1sc2cc(C(F)(F)F)cnc2c1-c1ccccc1
  A = nt | B = 0 | C = -0.9 | D = -2 | E = -10 | F = -2 | G = -6 | H = 4 | I = -7 | J = nt

> COc1ccc(CN2CN(S(=O)(=O)c3cccs3)c3nc4ccccc4nc32)cc1
  A = -1.5 | B = 33 | C = 0.9 | D = 8 | E = -4 | F = 16 | G = -16 | H = -3 | I = -28 | J = nt

> CNC(=O)c1c(Br)cnn1-c1ccc(C)cc1
  A = 0.8 | B = 17 | C = -0.1 | D = 0 | E = -4 | F = -4 | G = 0 | H = -8 | I = 6 | J = -0.1

> Cc1ccc(Cn2c(=N)n(CC(O)c3ccco3)c3ccccc32)cc1 (centres undefined)
  A = -1.8 | B = 22 | C = 4.4 | D = 3 | E = -6 | F = 10 | G = 5 | H = -49 | I = 1 | J = 5.7

> Cc1cc(S(=O)(=O)N2CCN(c3ccccc3O)CC2)c(C)s1
  A = -2.7 | B = 32 | C = 0.1 | D = 5 | E = 2 | F = 0 | G = 4 | H = -1 | I = 0 | J = -0.4

> CCn1c(SCC(=O)OC)nc2sc3c(c2c1=O)CCC3
  A = 0.0 | B = 8 | C = 0.8 | D = 1 | E = -5 | F = 13 | G = -8 | H = 0 | I = 2 | J = 1.1

> Cc1cc(=O)[nH]c(SCC(=O)NCc2ccco2)n1
  A = -1.9 | B = 31 | C = 0.5 | D = -1 | E = 2 | F = -2 | G = 2 | H = 6 | I = -6 | J = -1.6

The listing continues.
canonical_smiles	FadD28 FP inh	DUSP3 inh	Mtb UGM inh	Mtb FBA inh	Rv3671c inh	GDH-TPI counter	CCHFV vOTU inh	BoNT-F LC inh	MazEF act	Mtb BioA inh
OC[C@@H]1CN(Cc2ccc3c(c2)OCO3)C[C@H](n2cnc3c(NC4CCC4)ncnc32)O1	0.2	nt	nt	-3	nt	8	1	3	nt	0.4
Cc1ccc(-n2nc(C)c(/C=N/NC(=O)c3cccs3)c2Cl)cc1	1.5	0	nt	3	-2	10	-14	-2	12	nt
COc1ccc(-c2cn(CCO)c(-c3ccncc3)n2)cc1	-2.4	nt	-3.4	2	9	0	-2	-8	-2	0.9
N#Cc1cccc(NC(=O)COC(=O)c2ccccc2C(=O)c2ccc(Cl)c([N+](=O)[O-])c2)c1	0.9	14	3.6	-3	-3	1	-4	-6	-8	nt
CCOC(=O)Nc1cc(OC)cc2ccc(C)nc12	-4.2	nt	nt	0	nt	11	-5	-2	-2	-2.0
CCOc1ccc(C(CC(=O)O)NC(=O)COc2ccccc2)cc1 (centres undefined)	0.2	6	3.8	5	-2	3	0	-21	0	2.8
COc1cccc(C(=O)NC(C)c2ccc(-c3ccccc3)cc2)c1OC (centres undefined)	-0.1	17	0.2	-3	-17	6	0	14	3	-3.5
O=C(CSc1nc(C2CCCCC2)nc2ccccc12)N1CCCC1	-1.9	25	-3.7	1	-11	0	0	-7	3	nt
Cn1c(COc2ccccc2)nnc1SCCN1CCOCC1	-1.3	8	1.4	-4	4	0	-2	-9	1	20
CCNC(=O)c1c(O)c2ccccc2[nH]c1=O	-0.3	4	-2.3	48*	-1	2	-50	21	0	-0.5
COc1cccc(N2CCN(C(=S)Nc3ccccc3)CC2)c1	-4.9	23	-2.0	-2	1	-1	-11	-117	4	-0.3
CC(C)OCCCNC(=O)c1cccc2c1C(=O)c1ccc(Cl)cc1S2(=O)=O	-2.7	nt	3.6	-3	3	8	-19	-10	-1	-0.6
O=C1CC2(CCN(C(=O)c3cccc([N+](=O)[O-])c3)CC2)Oc2ccccc21	-4.2	nt	nt	4	5	-4	-6	-5	0	nt
O=C(c1ccc2c3c(cccc13)CC2)C1CCCN(CC2CC2)C1 (centres undefined)	0.1	38	0.4	33*	3	8	-78	0	2	-0.2
O=C(NCCN1CCOCC1)c1ccc(CS(=O)(=O)c2c(Cl)cccc2Cl)o1	0.5	25	-0.9	3	0	5	0	6	-7	-3.3
